Screening results (PubChem)
GLP-1R agonist – qHTS of GLP-1 Receptor Agonists; HEK293 GLP-1R CRE-luciferase, luminescence, 4-6 h; cells express a hypersensitive GLP-1R form; Glucagon-like peptide 1 receptor (Homo sapiens), P43220; Potency, µM (series often up to 45.6 µM), inactives show at the top dose activation, most hits filed as activators; actives 0.007% (n = 380,000); also: potency is read from the fitted curve at half-maximal effect; % of control where 0% means no effect
Target sequence (P43220 whole entry, looked up): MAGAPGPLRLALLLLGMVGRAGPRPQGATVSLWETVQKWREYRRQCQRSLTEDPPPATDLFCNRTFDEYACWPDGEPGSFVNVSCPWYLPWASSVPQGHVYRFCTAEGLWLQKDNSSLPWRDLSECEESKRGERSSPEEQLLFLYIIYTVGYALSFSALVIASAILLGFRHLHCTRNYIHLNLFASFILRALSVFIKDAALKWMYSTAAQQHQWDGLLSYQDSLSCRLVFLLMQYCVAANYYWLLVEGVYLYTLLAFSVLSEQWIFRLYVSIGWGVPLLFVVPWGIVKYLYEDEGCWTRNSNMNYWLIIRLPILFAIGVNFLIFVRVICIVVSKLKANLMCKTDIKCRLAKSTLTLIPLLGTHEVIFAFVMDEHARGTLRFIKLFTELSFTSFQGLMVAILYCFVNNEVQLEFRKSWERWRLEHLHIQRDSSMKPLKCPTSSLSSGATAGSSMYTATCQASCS
aSyn rescue – qHTS of alpha-syn Inhibitors; Potency, µM (series often up to 46.1 µM), inactives show top-dose growth rescue (activation), usual class: activators; AID 652106, 2013; Yeast expressing alpha-synuclein, growth rescue, BacTiter-Glo, 24 h; actives 0.14% (n = 370,000); also: potency is read from the fitted curve at half-maximal effect; % of control where 0% means no effect; nearly all actives have a fitted effect of over 65% in size
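Galactose-induced alpha-syn yeast (OD600=0.02, raffinose-pregrown) + pinned cpd, 24 hr, 30 deg C; growth by BacTiter-Glo luminescence. Growth restoration scores as activation.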
HEK293 tox – qHTS of GLP-1 Receptor Inverse Agonists: Cytotox Screen. HEK293 cAMP-luciferase reporter cells, luminescence, 24 h. Potency, µM (series often up to 38.3 µM), for inactives: at the highest dose activity change, negative = inhibition, most hits filed as inhibitors. actives 0.13% (n = 410,000). AID 624418, 2012;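 also: loss of luciferase light is scored as toxicity; potency is read from the fitted curve at half-maximal effect; % is scaled to controls: 0 for no effect and ±100 for the full control effect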
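MLSMR compounds, 24 hr on cells at 37 deg C/5% CO2; luminescence after luciferase reagent (12 min RT). Inhibition counted as the undesired cytotoxic outcome.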
GLP1R inv ag – qHTS of GLP-1 Receptor Inverse Agonists (Inhibition Mode); Glucagon-like peptide 1 receptor (Homo sapiens), P43220; HEK293 GLP-1R CRE-luciferase, luminescence, 24 h; GLP-1R form is constitutively active; Potency, µM (titrated, usually from 38.3 µM), for inactives: at the top dose activity change, negative = inhibition, actives largely listed as inhibitors; actives 1.6% (n = 410,000); AID 624417, 2012; also: potency is read from the fitted curve at half-maximal effect; % is scaled to controls: 0 for no effect and ±100 for the full control effect; nearly all actives have a fitted effect of over 55% in size
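Seeding at 200 cells/uL, 12 h culture, 24 hr compound treatment, then luciferase reagent and a luminescence read; cells are HEK293 stably expressing a constitutively active GLP-1R plus cAMP-responsive luciferase.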
DRD3 agonist – qHTS of D3 Dopamine Receptor Agonist: qHTS | actives 0.58% (n = 410,000) | AID 652048, 2013 | D3R DiscoveRx beta-arrestin cells, luminescence, 90 min | D(3) dopamine receptor (Homo sapiens), P35462 | max activation, %; in the data active = max activation above about 30%; also: 0% is about no effect; mostly tested at two doses, the higher about 12 µM
Target sequence (P35462 whole entry, looked up): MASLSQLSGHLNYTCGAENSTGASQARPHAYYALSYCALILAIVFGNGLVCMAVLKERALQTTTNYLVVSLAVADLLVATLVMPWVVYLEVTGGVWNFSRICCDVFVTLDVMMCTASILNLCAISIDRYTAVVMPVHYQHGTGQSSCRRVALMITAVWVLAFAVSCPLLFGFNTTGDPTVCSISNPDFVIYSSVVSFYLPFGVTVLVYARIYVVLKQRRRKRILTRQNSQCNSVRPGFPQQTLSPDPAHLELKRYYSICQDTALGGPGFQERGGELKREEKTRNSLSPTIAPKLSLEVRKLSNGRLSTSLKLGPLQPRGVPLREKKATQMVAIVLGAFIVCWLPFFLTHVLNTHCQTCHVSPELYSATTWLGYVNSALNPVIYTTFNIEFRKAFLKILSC
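Cells at 1500/well, incubated overnight, then treated with pinned compounds (dopamine as control) for 90 min at 37 degrees C. DiscoveRx reagent added for 30 - 60 minutes at room temperature; luminescence read.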
D3 antag – qHTS of D3 Dopamine Receptor Antagonist: qHTS; D(3) dopamine receptor (Homo sapiens), P35462; D3R cells, DiscoveRx beta-arrestin luminescence, antagonist mode; hits give low values; max response, negative = inhibition, %; actives 2.5% (n = 360,000); in the data active = max response below about -50%; inconclusive = no clear call, values can overlap the other calls; also: % is scaled to controls: 0 for no effect and ±100 for the full control effect; mostly tested at two doses, the higher about 12 µM
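Cells plated overnight at 1500 cells/well, then exposed to library compounds with dopamine controls for 90 minutes at 37 degrees C. DiscoveRx reagent added for 30–60 minutes at room temperature; luminescence read, quantitative HTS format.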
TDP-43 yeast inh – qHTS of TDP-43 Inhibitors. TDP-43 expressing yeast growth rescue, BacTiter-Glo, 24 h. Potency, µM (top dose mostly 46.1 µM), inactives show at the highest dose growth rescue (activation), usual class: activators. actives 1.8% (n = 410,000). AID 652104, 2013; also: potency is read from the fitted curve at half-maximal effect; % of control where 0% means no effect; nearly all actives have a fitted effect of over 50% in size
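Yeast cells expressing TDP-43 under galactose induction are exposed to compounds for 24 hr at 30 deg C. BacTiter-Glo luminescence measures growth, so protective compounds score as activators.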
PTHR1 agonist – qHTS for PTHR1 Agonists: Primary Screen; HEK293 GP2 PTHR1 cells, GloSensor cAMP luminescence, 1 h; Potency, µM (series often up to 115 µM), without a hit: at the top dose activation, most hits filed as activators; actives 0.075% (n = 410,000); also: potency is read from the fitted curve at half-maximal effect; nearly all actives have a fitted effect of over 55% in size; some results filed as inactive show a strong effect at the top dose; inactives centre near -15; many of its hits are not listed in these tables
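HEK-293-derived GP2 cells expressing PTHR1 and a GloSensor cAMP reporter, 3,000/well, plated overnight, given luciferin plus IBMX (each 0.5 mM as added) for 1 h at 37 °C, then compound for 1 h at 37 °C. Luminescence was read after 15 min at room temperature.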
KB-V1 MDR tox – qHTS assay for MDR1-selective chemotherapeutics: Primary screen using the drug-selected MDR subline cells KB-V1; KB-V1 MDR cells viability, CellTiter-Glo, 72 h; Potency, µM (highest dose often 46.1 µM), for inactives: top-dose activity change, negative = cytotoxicity, usual class: cytotoxic; actives 3.4% (n = 400,000); AID 1347076, 2019; also: potency is read from the fitted curve at half-maximal effect; % is scaled to controls: 0 for no effect and ±100 for the full control effect; nearly all actives have a fitted effect of over 60% in size
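Drug-selected KB-V1 cells, grown in DMEM lacking phenol red with 10% FBS, receive compound titrations; after three days at 37 degrees C, surviving cell ATP is quantified by CellTiter-Glo luminescence and responses normalized and curve-fitted.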
Starred values were filed as active, the others as inactive; i = inactive; ? = inconclusive; . = no result given; [ ] = another dose, or the depositor's remark. Unless noted, calls follow the shape of the dose curve; as a rule, active = well fitted curve in the direction sought with a large enough effect; inconclusive = small, poorly fitted or top-dose-only effect, or another doubt; inactive = no such curve, though single readings can be large; an effect the other way counts as inactive or inconclusive. Only part of the results is shown, so the mix of outcomes need not match the whole.

item	Molecule	aSyn rescue	GLP1R inv ag	TDP-43 yeast inh	GLP-1R agonist	D3 antag	KB-V1 MDR tox	PTHR1 agonist	HEK293 tox	DRD3 agonist
1	CC(C(=O)NCc1ccccc1Cl)n1cc([N+](=O)[O-])cn1 (stereo not given)	0%	9%	17%	-2%	0	-10%	-4%	-19%	2
2	COc1cc(CN2CCN(C(=O)c3cccc4ccccc34)CC2)cc(OC)c1O	-7%	12%	-16%	5%	-16	7%	-27%	-4%	-14
3	CCc1ccc(-c2cn3nc(-c4ccccc4)cnc3n2)cc1	-2%	4%	-13%	-5%	0	-2%	-36%[inhibitor]	6%	-2
4	O=C(Nc1ccc(COc2ccccc2)cc1)Oc1ccccc1N1CCOCC1	-1%	-16%	5%	1%	13	23%	i	-5%	15
5	O=c1cc(CSc2nnnn2-c2ccccc2)nc2nc[nH]n12	-6%	-3%	-19%	2%	-25	17%	i	7%	-26
6	Cc1nn(-c2nc3ccccc3s2)c(N)c1Sc1ccc(F)cc1	6%	0%	-9%	-4%	-8	10%	-14%[57.5 µM]	0%	7
7	COc1ccc(C(CNC(=O)c2ccc(NS(=O)(=O)c3ccc(F)c(C)c3)cc2)N2CCOCC2)cc1 (stereo not given)	1%	-3%	4%	-2%	6	-21%	i	16%	-10
8	CCn1ccnc1CN(C)C(=O)c1cc(COc2ccc(-n3cncn3)cc2)on1	2%	3%	4%	6%	9	1%	i	4%	14
9	C=C(C)COc1ccc(-c2nc(N)ncc2-c2ccccc2OC)c(O)c1	5%	?	0%	19%	4	-10%	-12%	12%	11
10	COc1ccc(-n2c(=O)c(NC(=O)c3ccccc3)c3n(c2=S)CCCCC3)cc1	0%	-5%	0%	3%	-26	-24%	-5%	0%	-11
11	CC(C)[C@H](NC(=O)c1ccccc1)C(=O)NCCc1ccccc1	-3%	-13%	-5%	11%	-10	-2%	i	-8%	-10
12	CC(=O)NC(c1ccccc1)c1nc(-c2cnc3ccccc3c2)cs1 (stereo not given)	-2%	15%	5%	4%	0	0%	-3%	5%	-3
13	NNC(=O)c1cn2ccccc2n1	0%	2%	-6%	8%	13	4%	-6%[57.5 µM]	-14%	-11
14	Clc1ccc(CNc2ncnc3onc(-c4ccc(Cl)cc4)c23)cc1	.	?	13µM*	-10%	.	5%	i	-5%	4
15	CC(C)CCN1CCC(CN2C(=O)C(=O)NC[C@@H]2CC(C)C)CC1	-6%	22%	-5%	-3%	?	0%	-11%	2%	-5
16	Cc1onc(-c2ccccc2Cl)c1C(=O)Nc1ccccc1	-3%	?	?	-1%	18	-23%	-10%	25%	-22
17	CC(=O)NC(C)Cc1cn(Cc2ccccc2)c2ccccc12 (stereo not given)	1%	-15%	10%	8%	-5	11%	i	4%	3
18	CC1(c2ccccc2)NC(=O)N(CC(=O)Nc2ccc(S(=O)(=O)Nc3ncccn3)cc2)C1=O (stereo not given)	-5%	8%	17%	0%	0	0%	i	11%	3
19	c1ccc(-c2cnc(-c3ccccc3)nc2)cc1	-8%	0%	-16%	0%	7	2%	-52%[inhibitor][57.5 µM]	2%	-9
20	O=C(COc1ccccc1Br)NC(=O)NC1CCCC1	2%	0%	8%	14%	0	-4%	-16%	10%	-9
21	N#Cc1c(N)n(-c2cccc(Cl)c2)c2nc3ccccc3nc12	-3%	35%[activator]	1%	-8%	.	6%	-28%	6%	1
22	Cc1cc(C)n2nc(C(=O)OCC(=O)Nc3ccc(C)c(S(=O)(=O)N(C)C)c3)nc2n1	-6%	0%	14%	1%	3	1%	-9%	-5%	-1
23	CCn1ccc2cc(S(=O)(=O)N3CCCN(C(=O)Nc4cc(Cl)ccc4C)CC3)ccc21	4%	-29%	4%	-1%	.	?	-12%	-1%	1
24	O=C(Nc1ccccc1C(=O)Nc1ccncc1)c1cccc([N+](=O)[O-])c1	11%	73%[activator]	7%	0%	11	-28%	i	-5%	6
25	CC(C)(C)NC(=O)/C=N/O	-11%	20%	-22%	-3%	6	-1%	i	-10%	12
26	COc1ccc(C(=O)NC(=S)Nc2ccc3oc(=O)ccc3c2)cc1OC	0%	13%	1%	-6%	14	?	-10%	-2%	0
27	CCOC(=O)C1CCN(C(=O)c2cc(COc3ccc(OC)c4ccccc34)on2)CC1	-1%	-12%	17%	3%	2	-6%	-37%[inhibitor]	-13%	-1
28	Cc1cc(SCC(=O)OCC(=O)N(C)c2ccccc2)nc2ccccc12	6%	10%	5%	8%	0	23%	-4%	2%	0
29	Cc1oc(-c2ccccc2F)nc1CS(=O)(=O)CC(=O)NC1CCCC(C)C1C (stereo not given)	11%	?	27%	14%	-25	-6%	-9%	-31%	-10
30	CN(C)CCNC(C(=O)Nc1cccc(S(=O)(=O)N2CCOCC2)c1)c1ccccc1 (stereo not given)	-9%	13%	-13%	-5%	6	?	-3%	3%	-7
31	Cc1nn(C)c(Oc2ccccc2)c1CCNC(=O)CC(C)C	9%	0%	-29%	2%	14	?	-27%	-2%	6
32	COc1ccccc1NS(=O)(=O)c1cc(NC(=S)NCC2CCCO2)ccc1C (stereo not given)	-12%	-19%	?	10%	-9	?	-35%	8%	3
33	CCOC(=O)c1[nH]c(C)c(CCC(=O)NCc2cccc(Cl)c2)c1C	.	7%	22%[9.22 µM]	.	.	-6%	i	0%	-10
34	O=C1NCCCC1C(=O)N/N=C/c1cccc([N+](=O)[O-])c1 (stereo not given)	-4%	15%	-3%	8%	6	1%	0%	3%	3
35	COc1ccccc1N1CCN(C(=O)CN2C(=O)c3cccc4cccc(c34)C2=O)CC1	1%	-11%	12%	-5%	1	-10%	-18%	-6%	-32
36	CCN1CCN(C(c2ccc(Cl)cc2)c2c(O)cc(C)n(CCOC)c2=O)CC1 (stereo not given)	.	7%	22%	.	.	15%	-10%	8%	1
37	O=C(COc1ccc(Br)cc1)N1CCC(c2ccccc2)C1 (stereo not given)	11%	?	?	14%	14	2%	-24%	15%	2
38	NNC(=O)c1cc2sccc2s1	-14%	-9%	-12%[1.82 µM]	22%	?	?	?	?	-13
39	COCCN1CCN(C(=O)C2CCC(=O)N(Cc3ccccc3F)C2)CC1 (stereo not given)	-7%	20%	3%	-9%	-8	5%	i	6%	5
40	O=C(COC(=O)c1ccc(S(=O)(=O)N2CCCCCC2)cc1)Nc1ccccc1C(F)(F)F	0%	22%	17%	1%	-2	23%	i	1%	6
41	CC(C)(C)NC(=O)C(c1ccc(-c2ccccc2)cc1)N(C[C@H]1CC[C@@H]([C@@H]2CC[C@H](CO)O2)O1)C(=O)c1cccc(Cl)c1 (stereo not given in full)	8%	?	?	-4%	22	-21%	-10%	-14%	9
42	C[C@]1(O)CC(=O)C=C[C@H]1Nc1ccccc1	0%	?	15%	2%	-52*	0%	-92%[inhibitor]	?	-21
43	CC(NCc1ccc(S(N)(=O)=O)cc1)C(=O)Nc1cccc(Cl)c1 (stereo not given)	4%	9%	14%	19%	-11	0%	i	5%	-3
